Compound activity (PubChem BioAssay)
STAT1 act: STAT1 signaling activators, primary screen, cell-based, HTS, luciferase reporter | NIH 3T3 STAT1-luciferase reporter, IFN-gamma, luminescence; 100% = IFN-gamma alone, no compound | activation (% of control), % at 5.5 µM | 200,000 compounds, 2.6% hits;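 active = activation above the screen-wide mean activation plus 3 SD, cut at about 130% in these data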;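 note: raw ratio to IFN-gamma control signal so 100% means no change and 0% no light; values of inactives mirror those of a sister screen read the other way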
APP 5'UTR act: activators of APP 5'UTR luciferase reporter, primary screen, SH-SY5Y cells | activation, % at 2 µM | AID 1276, 2008 | 190,000 compounds, 1% hits | SH-SY5Y APP 5'UTR luciferase reporter, luminescence; zero percent = DMSO vehicle wells;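 active = activation above a set limit, based on mean plus 3 SD of controls, cut at about 140% in these data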; note: values of inactives mirror those of a sister screen read the other way
NF-kB expr up: activators of NF-kB expression in neurons, primary screen, cell-based, HTS; fold change at 12.5 µM; 190,000 compounds, 1.6% hits; human neuronal cells, NF-kB reporter expression; hits give high values; AID 1239, 2008; in the data active = fold change above about 3.3
Diaphorase inh: diaphorase inhibitors and chemical oxidizers, primary screen, counter-screen for diaphorase-coupled primary assays, biochemical, uHTS, resorufin fluorescence | diaphorase resazurin-to-resorufin fluorescence, NADH, 16 min; bacterial (C. kluyveri) enzyme, not human | inhibition, % at 20 µM | 190,000 compounds, 0.69% hits;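 active = primary screen inhibition at 20 µM above a set limit, cut at about 50% in these data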;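 note: plate controls were DMSO with full reaction for no effect and wells lacking NADH for full effect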
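System: Bacterial diaphorase enzyme (C. kluyveri) | Incubation: 16-min room-temperature incubation before reading | Benchmarks: No-NADH positive control and DMSO neutral control | Measured by: Resorufin fluorescence 544/590 nm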
APP 5UTR inh: inhibitors of APP translation via 5'UTR reporter, primary screen, APP 5'UTR luciferase, SH-SY5Y cells | AID 1285, 2008 | inhibition, % at 2 µM | SH-SY5Y APP 5'UTR-luciferase reporter, luminescence | 190,000 compounds, 0.82% hits;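 active = inhibition above a set limit, derived from the sample mean plus 3 SD, cut at about 45% in these data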; note: values of inactives mirror those of a sister screen read the other way
G6PDH counter: L. mesenteroides G6PDH inhibitors, counter-screen for G6PDH-coupled screening assays, biochemical, Leuconostoc mesenteroides enzyme; glucose-6-phosphate dehydrogenase [Leuconostoc mesenteroides]; Purified L. mesenteroides G6PDH, diaphorase/resazurin coupled fluorescence, 45 min; inhibition, % at 5 µM; 200,000 compounds, 0.12% hits; in the data active = inhibition above about 50%
FLuc inh counter: firefly luciferase enzyme inhibitors, primary screen, artefact control for luciferase-based inhibitor screens, biochemical, luminescence, ATPLite; Luciferin 4-monooxygenase (Photinus pyralis), P08659; 10 min; 200,000 compounds, 1.5% hits; inhibition, % at 10 µM; AID 1006, 2008;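 active = inhibition above about 50% when tested at 10 µM, limit read from the data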
FLuc stim CS: FLuc activators, initial screening, artefact control for FLuc-dependent activation tests, biochemical, ATPlite luminescence. Luciferin 4-monooxygenase (Photinus pyralis), P08659. ATPlite luciferase biochemical, 10 min; 0 = ATP-free wells, 1 = DMSO control. activation factor at 10 µM. 200,000 tested, under 10 active. AID 1027, 2008;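 active = luciferase activation factor, scaled between plate controls, of at least 2 with compound at 10 µM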
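System: Luciferase/luciferin detection reagent, cell-free biochemical luciferase assay | Medium: PBS buffer for ATP | Dosing: Test compounds dosed from 2 mM stocks in 100% DMSO | Timing: 10 min at ambient temperature | Signal: Luminescence measurement of luciferase light output | Evaluation: Luciferase activation, seen as luminescence increase over controls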
Diaphorase act: compounds boosting diaphorase resazurin reduction – biochemical, uHTS, resorufin fluorescence, counter-screen for diaphorase-coupled primary assays, primary screen; AID 1229, 2008; 190,000 compounds, 0.005% hits; Diaphorase/resazurin coupled assay, 16 min; hits give high values; 1 = vehicle wells, 0 = NADH-free wells; activation factor at 20 µM;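 active = diaphorase activity raised at least twofold by the compound at 20 µM; inactive = activation factor below 2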
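System – purified diaphorase enzyme from Clostridium kluyveri · Input – enzyme 0.07 U/mL final · Also added – final NADH 0.114 mM, resazurin 0.1 mM · Measured by – fluorescence of resorufin, 544 nm excitation, 590 nm emission · Timing – 16 min enzyme reaction, ambient temperature · Measure – resorufin increase flagging diaphorase activators or reducers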
TLR4 MyD88 comp: inhibitors of TLR4-MyD88 association in cells, primary screen, cell-based, HeLa CL3-4, BLA complementation, FRET ratio | Toll-like receptor 4 (Homo sapiens) + Myeloid differentiation primary response protein … | HeLa CL3-4 TLR4/MyD88 BLA complementation | inhibition, % at 8.4 µM | 200,000 compounds, 0.18% hits | AID 861, 2007; in the data active = inhibition above about 25%;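 note: 0% = vehicle and 100% = reference inhibitor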
Target sequence (O00206 whole entry, looked up): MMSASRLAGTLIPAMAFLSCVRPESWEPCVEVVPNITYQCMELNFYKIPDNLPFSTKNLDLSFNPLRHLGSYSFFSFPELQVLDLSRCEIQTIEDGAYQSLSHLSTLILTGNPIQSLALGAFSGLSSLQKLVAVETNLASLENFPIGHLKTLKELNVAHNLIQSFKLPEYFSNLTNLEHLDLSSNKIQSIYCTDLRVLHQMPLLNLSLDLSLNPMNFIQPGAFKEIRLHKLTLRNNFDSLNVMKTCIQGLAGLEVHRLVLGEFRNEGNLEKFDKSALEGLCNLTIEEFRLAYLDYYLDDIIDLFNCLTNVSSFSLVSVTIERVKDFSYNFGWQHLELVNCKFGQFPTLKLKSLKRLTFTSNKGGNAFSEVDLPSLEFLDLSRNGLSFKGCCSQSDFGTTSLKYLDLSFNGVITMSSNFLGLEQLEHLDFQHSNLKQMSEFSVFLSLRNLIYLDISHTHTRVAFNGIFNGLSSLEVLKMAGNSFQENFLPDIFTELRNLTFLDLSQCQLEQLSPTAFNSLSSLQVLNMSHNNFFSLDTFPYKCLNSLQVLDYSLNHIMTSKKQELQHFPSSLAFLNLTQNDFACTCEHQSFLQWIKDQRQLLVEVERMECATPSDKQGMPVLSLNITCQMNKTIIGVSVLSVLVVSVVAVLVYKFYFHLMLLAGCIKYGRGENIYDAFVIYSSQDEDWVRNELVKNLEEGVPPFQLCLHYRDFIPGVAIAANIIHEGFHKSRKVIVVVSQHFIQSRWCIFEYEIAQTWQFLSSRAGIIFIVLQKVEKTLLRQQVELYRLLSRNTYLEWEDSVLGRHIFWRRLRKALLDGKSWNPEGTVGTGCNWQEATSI
Target sequence (Q99836 whole entry, looked up): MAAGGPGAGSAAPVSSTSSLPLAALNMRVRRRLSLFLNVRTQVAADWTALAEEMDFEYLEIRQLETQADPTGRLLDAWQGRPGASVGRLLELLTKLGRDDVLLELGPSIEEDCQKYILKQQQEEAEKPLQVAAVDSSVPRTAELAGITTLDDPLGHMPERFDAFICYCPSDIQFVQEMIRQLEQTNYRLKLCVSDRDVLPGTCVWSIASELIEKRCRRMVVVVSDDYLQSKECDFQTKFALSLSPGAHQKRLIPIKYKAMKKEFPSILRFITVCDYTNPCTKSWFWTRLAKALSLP
* hit, by the source's call; · = no result given.

SMILES | STAT1 act | APP 5'UTR act | NF-kB expr up | Diaphorase inh | APP 5UTR inh | G6PDH counter | FLuc inh counter | FLuc stim CS | Diaphorase act | TLR4 MyD88 comp
Fc1cc(F)cc(NC(=S)N2CCC(c3ccccc3)C2)c1 (centres undefined) | 141* | 66 | 2.1 | 7 | -66 | 6 | 7 | 0.9 | 0.9 | 0
COc1ccc(CCN(C)CC(O)c2ccccc2)cc1OC (centres undefined) | 96 | 8 | 1 | 4 | -8 | 13 | -3 | 1 | 1 | 10
CCc1ccc2c(c1)cc(CN(C(=S)Nc1ccccc1)C1CC1)c1nnnn12 | 100 | · | 1.2 | 2 | · | 19 | -1 | 1 | 1 | 5
CCCN(CCC)C(=O)CC(c1ccccc1)c1cc(Br)ccc1O (centres undefined) | 96 | 0 | 0.87 | 30 | 0 | 4 | -6 | 1.1 | 0.7 | -2
COc1ccc2c(c1)CCc1c(C(=O)NCc3ccc(Cl)cc3)noc1-2 | 100 | 4 | 1.3 | 17 | -4 | -1 | -4 | 1 | 0.8 | 3
O=C(Oc1cccc(-n2cnnn2)c1)c1sc2ccccc2c1Cl | 88 | 3 | 1.2 | -2 | -3 | 2 | -3 | 1 | 1 | -5
O=C(Nc1cccc(S(=O)(=O)N2CCCCC2)c1)c1ccc2ccccc2n1 | 106 | 2 | 1.2 | 21 | -2 | 11 | -5 | 1.1 | 0.8 | -10
COc1ccccc1C(=O)N1CCN(Cc2cn[nH]c2-c2ccc(F)cc2F)CC1 | 102 | 3 | 0.95 | -8 | -3 | 3 | 6 | 0.9 | 1.1 | 2
O=C(O)Cn1c(-c2cscn2)nc2ccccc21 | 107 | -4 | 1 | 17 | 4 | -2 | -6 | 1.1 | 0.8 | 4
Cc1cnc(NC(=O)c2cccc(S(=O)(=O)N3CC(C)OC(C)C3)c2)s1 (centres undefined) | 96 | -4 | 1.1 | -1 | 4 | 5 | -3 | 1 | 1 | -9
O=C(COC(=O)c1ccccc1O)NCCC1=CCCCC1 | 100 | 24 | 1.1 | -3 | -24 | 0 | -1 | 1 | 1 | -2
COc1ccc2c(Cl)c(-c3nnc(SCC(=O)c4ccccc4)n3C)sc2c1 | 96 | 27 | 1.1 | 0 | -27 | 5 | -8 | 1.1 | 1 | 0
CN(CCC#N)C(=O)COC(=O)c1ccc(CNS(=O)(=O)c2ccc(F)c(Cl)c2)cc1 | 105 | 9 | 0.94 | 2 | -9 | -6 | -1 | 1 | 1 | -6
CCOC(=O)c1sc(NC(=O)c2ccc(S(=O)(=O)N3CCCCCC3)cc2)nc1-c1ccccc1 | 93 | -9 | 1.1 | 20 | 9 | -15 | -6 | 1.1 | 0.8 | 12
COc1ccccc1C(=O)COC(=O)c1ccccc1O | 103 | 20 | 1.1 | 8 | -20 | 5 | 4 | 1 | 0.9 | 4
O=C(O)c1ccc(N2C(=O)c3ccc(C(=O)c4cccc([N+](=O)[O-])c4)cc3C2=O)cc1 | 109 | 27 | 1 | 2 | -27 | 9 | -7 | 1.1 | 1 | 6
O=c1c2[nH]c3cccc(Cl)c3c2ncn1CCN1CCCCC1 | 110 | 1 | 1.4 | 4 | -1 | 6 | 0 | 1 | 1 | 7
CC(=O)Oc1cc2c(C(=O)NCCCN3CCOCC3)c(C)oc2c2ccccc12 | 108 | -3 | 0.77 | 8 | 3 | 47 | -2 | 1 | 0.9 | -14
COC(=O)c1ccc(NC(=O)Cn2nc(SC)n(N)c2=S)cc1 | 104 | -2 | 0.97 | 11 | 2 | 10 | 1 | 1 | 0.9 | -14
CCn1c(=O)c2cc(C(=O)Nc3cc(C)on3)sc2c2ccccc21 | 100 | -4 | 1.2 | -9 | 4 | 6 | -2 | 1 | 1.1 | 0
NC(=O)CC[C@@H]1NC(=O)[C@H](CO)NC(=O)c2cc([N+](=O)[O-])cc(I)c2OCC[C@@H](C(N)=O)NC1=O | 102 | -11 | 1.1 | 17 | 11 | 8 | -4 | 1 | 0.8 | -8
CCC(C)NCc1ccc(C(=O)OC)o1 (centres undefined) | 103 | 4 | 1.3 | 1 | -4 | 3 | -5 | 1.1 | 1 | 0
C/C(=N\NC(=O)c1ccc(Cl)c(Cl)c1)c1cccc(NC(=O)C(C)C)c1 | 99 | -18 | 1.1 | 15 | 18 | 1 | -3 | 1 | 0.8 | -3
COc1ccc(CCNCC(=O)Nc2ccc(C)c(S(=O)(=O)N(C)C)c2)cc1 | 91 | -8 | 1.4 | 4 | 8 | 1 | -9 | 1.1 | 1 | 3
Cc1ccc(SCc2cc(=O)[nH]c(Nc3nc(C)c4ccc(C)cc4n3)n2)cc1 | 94 | 3 | 0.9 | 22 | -3 | -22 | -7 | 1.1 | 0.8 | 0

Entries of single compounds, looked up by structure. Order of values: STAT1 act	APP 5'UTR act	NF-kB expr up	Diaphorase inh	APP 5UTR inh	G6PDH counter	FLuc inh counter	FLuc stim CS	Diaphorase act	TLR4 MyD88 comp
CCOC(=O)c1sc(NC(=O)c2ccc(S(=O)(=O)N3CCCCCC3)cc2)nc1-c1ccccc1 as listed: 93	-9	1.1	20	9	-15	-6	1.1	0.8	12
COc1ccc2c(Cl)c(-c3nnc(SCC(=O)c4ccccc4)n3C)sc2c1 as listed: 96	27	1.1	0	-27	5	-8	1.1	1	0
C/C(=N\NC(=O)c1ccc(Cl)c(Cl)c1)c1cccc(NC(=O)C(C)C)c1 as listed: 99	-18	1.1	15	18	1	-3	1	0.8	-3

(more compounds)
SMILES | STAT1 act | APP 5'UTR act | NF-kB expr up | Diaphorase inh | APP 5UTR inh | G6PDH counter | FLuc inh counter | FLuc stim CS | Diaphorase act | TLR4 MyD88 comp
Cc1c(NC(=O)C2CCCO2)cccc1[N+](=O)[O-] (centres undefined) | 102 | 0 | 1.3 | 4 | 0 | -3 | 0 | 1 | 1 | 3
COc1cccc(-c2cc(C(=O)N3CCN(Cc4ccccc4)CC3)no2)c1 | 100 | 4 | 1.2 | 23 | -4 | 0 | -6 | 1.1 | 0.8 | 4
O=C1Nc2ccccc2OCc2c1cccc2[N+](=O)[O-] | 94 | 9 | 1.1 | 20 | -10 | 2 | -8 | 1.1 | 0.8 | -6
O=C(COC(=O)c1cccnc1Nc1cccc(C(F)(F)F)c1)NCc1ccc2c(c1)OCO2 | 109 | -5 | 0.85 | 5 | 5 | 2 | -10 | 1.1 | 0.9 | 8
O=C(CNC(=O)/C(=C\c1ccccc1)NC(=O)c1ccc(Br)cc1)OCc1ccccc1 | 94 | -1 | 1 | 11 | 1 | -5 | -2 | 1 | 0.9 | -5
O=C(NN1C(=O)c2ccc3c4c(ccc(c24)C1=O)CC3)c1ccc(Br)cc1 | 106 | -17 | 0.97 | 7 | 17 | 5 | -4 | 1 | 0.9 | -1
COc1ccc(OC)c(NC(=O)CN(C)CC(=O)Nc2ccccc2Br)c1 | 89 | 12 | 0.99 | 1 | -12 | 4 | -1 | 1 | 1 | 1
CNC(=O)CN1C(=O)c2ccccc2S1(=O)=O | 100 | · | 1.1 | 22 | · | -2 | -8 | 1.1 | 0.8 | -22
COc1ccc(CCNc2oc(COc3ccccc3F)nc2C#N)cc1OC | 101 | 7 | 0.46 | 22 | -7 | -4 | -4 | 1 | 0.8 | 9
Cc1cc(C)c(NC(=O)COc2ccccc2C(=O)Nc2ccc3c(c2)oc2ccccc23)c(C)c1 | 100 | -4 | 0.95 | 3 | 4 | 2 | 0 | 1 | 1 | -16
CN(C)c1nc2c(c(=O)[nH]c(=O)n2C)n1Cc1ccc(F)cc1 | 103 | -5 | 1.5 | 4 | 5 | 1 | -4 | 1 | 1 | -4
Cc1nn(Cc2cccc(C(=O)Nc3ccn(Cc4ccccc4)n3)c2)c(C)c1[N+](=O)[O-] | 99 | -26 | 1.2 | 20 | 26 | -2 | -6 | 1.1 | 0.8 | 4
O=C(CCc1nc(-c2ccccc2Cl)no1)NCc1ccco1 | 108 | 0 | 1.1 | 14 | 0 | 11 | -5 | 1.1 | 0.9 | -6
COc1ccc(-c2cc(C(=O)NN)[nH]n2)cc1 | 118 | -84 | 0.98 | 11 | 84* | 20 | 6 | 0.9 | 0.9 | -6
C/C(=C\C(=O)c1ccc(Br)cc1)NCc1ccc2c(c1)OCO2 | 110 | -6 | 1.3 | 14 | 6 | 6 | -4 | 1 | 0.9 | 14
CCOc1cc(C2c3c(n[nH]c3C)C(=O)N2c2ccc(Br)cc2)ccc1O (centres undefined) | 99 | -5 | 1.2 | 2 | 5 | 13 | 0 | 1 | 1 | 5
COc1ccc2oc(C(=O)c3ccccc3)c(N)c2c1 | 174* | 144* | 6.1* | 8 | -144 | 5 | 17 | 0.8 | 0.9 | 2
O=c1cc2c(nn1Cc1c(Cl)cccc1Cl)-c1ccccc1CC2 | 105 | 6 | 0.94 | 19 | -6 | -1 | -7 | 1.1 | 0.8 | 0
CN1CCC(=NNC(=O)C(=O)Nc2cccc(Br)c2)CC1 | 98 | 14 | 1.1 | 9 | -14 | 3 | -5 | 1.1 | 0.9 | 8
O=C(CSc1nnc(Cc2cc(=O)[nH]c(=O)[nH]2)n1-c1ccc(Cl)cc1)NCC1CCCO1 (centres undefined) | 105 | -4 | 1.5 | 4 | 4 | 3 | -3 | 1 | 1 | 3
O=C(Nc1ccc(NC(=O)C2CC2)nc1)c1cnccn1 | 106 | -3 | 1.3 | 5 | 3 | 2 | 10 | 0.9 | 0.9 | -1
O=S(=O)(Nc1ccncc1Cl)c1ccccc1 | 98 | -5 | 1.2 | -5 | 5 | 1 | -3 | 1 | 1 | -10
COc1ccccc1NC(=O)COc1cc(Br)c(CNCCCN2CCOCC2)cc1OC | 106 | -5 | 0.81 | 5 | 5 | -3 | -4 | 1 | 0.9 | 13
Cn1nnnc1SCC(=O)NCC(=O)c1ccccc1 | 95 | 0 | 1.1 | -2 | 0 | 5 | -9 | 1.1 | 1 | 2
Cc1ccc(C)c(N2CCN(S(=O)(=O)c3ccc4[nH]c(=O)c(=O)[nH]c4c3)CC2)c1 | 102 | -3 | 1.3 | 20 | 3 | -2 | -3 | 1 | 0.8 | -15

Entries above marked active in NF-kB expr up:
SMILES,STAT1 act,APP 5'UTR act,NF-kB expr up,APP 5UTR inh,FLuc stim CS,TLR4 MyD88 comp
COc1ccc2oc(C(=O)c3ccccc3)c(N)c2c1,174*,144*,6.1*,-144,0.8,2
